Assay outcomes deposited in PubChem by National Center for Advancing Translational Sciences (NCATS).
IkB sig inh: IkB Signaling; Potency, µM (series often up to 57.1 µM), for inactives: at the top dose IkBa stabilization activation; 0.04% of 110,000 active; AID 445, 2006; ABC-DLBCL IkBa-CBG/CBR dual luciferase ratio, 4 h; response scale: scaled: untreated 0%, proteasome inhibitor 100%; active = well fitted curve in the direction sought with a large enough effect in the signal ratio, not every such curve was filed as active; inconclusive = small, poorly fitted or top-dose-only effect, or a change in a side signal; the % refers to the signal ratio;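 also: the direction sought is a rising ratio; 0% = basal untreated cells and 100% = reference inhibitor full response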
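Curves were fitted separately to fusion (green), unfused (red) and ratio luminescence, then classed by r2, magnitude and activity. Cells: OCI-Ly3, 4 h compound plus doxycycline at 37C; 10 uM MG-132 defined full response.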
p53ts 39C kill: qHTS Screen for Compounds that Selectively Target Cancer Cells with p53 Mutations: Cytotoxicity of p53ts Cells at the Nonpermissive Temperature | H1299-p53A138V viability at 39C, ATP luminescence, 24 h | Potency, µM (series often up to 46.1 µM), for inactives: at the highest dose activity change, negative = cell killing, usual class: cytotoxic | 1.5% of 130,000 active; also: nearly all actives have a fitted effect of over 55% in size
p53ts 32C tox: qHTS Screen for Compounds that Selectively Target Cancer Cells with p53 Mutations: Cytotoxicity of p53ts Cells at the Permissive Temperature; 0.93% of 130,000 active; Potency, µM (series often up to 46.1 µM), for the others: top-dose activity change, negative = cytotoxicity, actives largely listed as cytotoxic; H1299-p53A138V at 32C, ATP luminescence viability, 24 h; AID 924, 2007;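 also: 0% = DMSO and -100% = full killing by reference compound; nearly all actives have a fitted effect of over 55% in size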
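Viability by ATPlite luminescence after 24 h compound treatment (up to 46 uM) at the permissive 32C. Cells are H1299 carrying p53 A138V. Scale runs from DMSO basal to 100 uM tamoxifen as full kill; AC50 from Hill fits.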
Peg3 imprint: qHTS Assay for Compounds that Induce Erasure of Genomic Imprints. mouse ES Peg3-LacZ reporter, beta-gal luminescence, 40 h. 0.02% of 110,000 active. Potency, µM (doses to about 60.7 µM), for the others: at the top dose activity change, positive = activation, hits mostly activators;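 also: 0% = negative control wells on the plate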
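Gelatin-coated wells received 300 freshly trypsinized female ES cells with a Peg3LacZ-Neo reporter on the maternal allele, then incubated 40 hours at 37C. BetaGlo was added for 5 minutes at room temperature before a single luminescence read.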
Active calls of the source: *; [ ] = another dose, or the depositor's remark. Unless noted, calls follow the shape of the dose curve; as a rule, active = well fitted curve in the direction sought with a large enough effect; inconclusive = small, poorly fitted or top-dose-only effect, or another doubt; inactive = no such curve, though single readings can be large; an effect the other way counts as inactive or inconclusive. Unless noted, % is scaled to controls: 0 for no effect and ±100 for the full control effect; potency is read from the fitted curve at half-maximal effect. Outcome played no part in choosing rows; overall some 1.7% were active at least once.

How did CCC1CN(C(=O)N2CCC(C(=O)N3CCN(c4ccccc4F)CC3)CC2)c2ccccc2O1 (stereo unspecified) do in these assays?
IkB sig inh: 0.6%; p53ts 39C kill: -14%; p53ts 32C tox: -3%; Peg3 imprint: -8%[10.9 µM]

Results for CC1CCC(NC(=O)C2(C)CCC(=O)N2Cc2cccnc2)CC1 (stereo unspecified) ?
IkB sig inh: -0.8%; p53ts 39C kill: 5%; p53ts 32C tox: 3%; Peg3 imprint: 8%

Results for C=CCn1c(SCC(=O)Nc2cc(C)cc(C)c2)nnc1-c1cnccn1 ?
IkB sig inh: 0.5%; p53ts 39C kill: -3%; p53ts 32C tox: 4%; Peg3 imprint: -10%

What do the screens show for `Cc1cccc(N(C)C(=O)CN2C(=O)COc3ccc(S(=O)(=O)N4CCCCCC4)cc32)c1`?
IkB sig inh: -0.8%; p53ts 39C kill: -11%; p53ts 32C tox: 9%; Peg3 imprint: -17%[10.9 µM]

Results for CCCCOC(=O)c1cc2c(cn1)[nH]c1ccccc12 ?
IkB sig inh: inconclusive; p53ts 39C kill: -13%; p53ts 32C tox: -2%; Peg3 imprint: -19%

What do the screens show for `COc1c(C)cc(Br)cc1C(=O)NCc1cccnc1`?
IkB sig inh: -0.7%; p53ts 39C kill: -2%; p53ts 32C tox: -7%; Peg3 imprint: -21%

Results for COCCNC(=O)C(c1ccco1)N(C(=O)Cn1nnc2ccccc21)c1ccc(C)cc1C (stereo unspecified) ?
IkB sig inh: -0.1%; p53ts 39C kill: 8%; p53ts 32C tox: 8%; Peg3 imprint: -10%

What do the screens show for `COc1ccc(NC(=O)C(Cc2ccccc2)NS(=O)(=O)c2ccc3c(c2)CCN3C(C)=O)cc1` (stereo unspecified)?
IkB sig inh: -1.7%; p53ts 39C kill: 7%; p53ts 32C tox: 0%; Peg3 imprint: -13%[10.9 µM]

What do the screens show for `COc1cc(NC(=O)C2=C(C)Nc3nnnn3C2c2ccc(SC)cc2)c(OC)cc1Cl` (stereo unspecified)?
IkB sig inh: inconclusive; p53ts 39C kill: 38%[activator]; p53ts 32C tox: 16%; Peg3 imprint: 6%[10.9 µM]

How did O=C(CN1CCN(C(=O)c2ccco2)CC1)Nc1ccc2c(c1)OCCO2 do in these assays?
IkB sig inh: 2.8%; p53ts 39C kill: 7%; p53ts 32C tox: -2%; Peg3 imprint: 5%

Results for CCOC(=O)c1cnc(SCC(=O)Nc2ccc(NC(=O)CC)c(OC)c2)nc1N ?
IkB sig inh: 0.2%; p53ts 39C kill: 3%; p53ts 32C tox: 5%; Peg3 imprint: -11%

How did Cc1cccc(OCCCCc2c(C)n[nH]c2C)c1C do in these assays?
IkB sig inh: inconclusive; p53ts 39C kill: 8%; p53ts 32C tox: 20%; Peg3 imprint: -17%

Results for Nc1nnc(C2CCCC2)s1 ?
IkB sig inh: 0.0%; p53ts 39C kill: -9%; p53ts 32C tox: -3%; Peg3 imprint: -2%

Results for COC(=O)c1ccccc1S(=O)(=O)Nc1ccc2cn[nH]c2c1 ?
IkB sig inh: 1.2%; p53ts 39C kill: -6%; p53ts 32C tox: 5%; Peg3 imprint: -10%

How did COc1cccc(N2CCN(C(=O)c3nn(C)c4c3CSc3ccc(C)cc3-4)CC2)c1 do in these assays?
IkB sig inh: inconclusive; p53ts 39C kill: 4%; p53ts 32C tox: inconclusive; Peg3 imprint: 6%[10.9 µM]

How did CCCc1cc(OC)c2c(c1)OCO2 do in these assays?
p53ts 39C kill: -9%; p53ts 32C tox: -3%; Peg3 imprint: -7%

How did O=C(NCCC1=CCCCC1)c1cnc2n(c1=O)CCS2 do in these assays?
p53ts 39C kill: -21%; p53ts 32C tox: -1%

How did COc1ccc(CN(C2CCCC2)S(=O)(=O)c2ccc(-n3cnnn3)cc2)cc1OC do in these assays?
IkB sig inh: inconclusive; p53ts 39C kill: -30%; p53ts 32C tox: -5%; Peg3 imprint: -13%

How did O=C(OCn1nnc2ccccc2c1=O)c1ccc2c(=O)n3c(nc2c1)CCC3 do in these assays?
IkB sig inh: -0.3%; p53ts 39C kill: 8%; p53ts 32C tox: -18%; Peg3 imprint: 7%

Results for Cc1cc(C)n(CC(=O)NC2CCCCC2)n1 ?
IkB sig inh: 0.4%; p53ts 39C kill: -6%; p53ts 32C tox: -5%; Peg3 imprint: -5%

What do the screens show for `CCC(C)[C@H](NC(=O)Nc1ccc2c(c1)OCCO2)C(=O)O` (stereo partly specified)?
IkB sig inh: -3.0%; p53ts 39C kill: 7%; p53ts 32C tox: -2%; Peg3 imprint: -6%

How did Cc1cc(NS(=O)(=O)c2ccc(Nc3nc(-c4sc(N)nc4C)cs3)cc2)no1 do in these assays?
IkB sig inh: 1.1%; p53ts 39C kill: 5%; p53ts 32C tox: -6%; Peg3 imprint: -8%

What do the screens show for `CCOc1ccc(N(CC(=O)NC2CCCCC2)C(=O)CSc2nnc(COc3ccccc3)o2)cc1`?
p53ts 39C kill: -15%; p53ts 32C tox: -11%

Results for Cc1cc(C)c2oc(-c3ccc(C)c(NC(=O)/C=C/c4ccco4)c3)nc2c1 ?
IkB sig inh: inconclusive; p53ts 39C kill: -18%; p53ts 32C tox: inconclusive; Peg3 imprint: -3%[10.9 µM]

What do the screens show for `COc1cccc(CN(Cc2cccnc2)S(=O)(=O)c2ccc(-n3cnnn3)c(C)c2)c1`?
IkB sig inh: 1.1%; p53ts 39C kill: 5%; p53ts 32C tox: -3%; Peg3 imprint: -6%

Results for CCOC(=O)c1cc(S(=O)(=O)NCc2ccccc2)[nH]n1 ?
IkB sig inh: -2.7%; p53ts 39C kill: 29%; p53ts 32C tox: 1%; Peg3 imprint: 22%[10.9 µM]

How did CCCc1cc(Nc2cccc(OCC)c2)n2ncnc2n1 do in these assays?
IkB sig inh: 3.9%; p53ts 39C kill: -4%; p53ts 32C tox: -18%

Results for C=CCOCC1CN2C(CCC(C)C2c2ccc(Br)cc2)C(=O)O1 (stereo unspecified) ?
p53ts 39C kill: 2%[9.22 µM]; p53ts 32C tox: 5%[9.22 µM]

How did COC(=O)c1ccc(C(NC(=O)OCc2ccccc2)/C(=C/[C@@H](C)C(=O)NCCF)c2cccnc2)cc1 (stereo partly specified) do in these assays?
p53ts 39C kill: 7%; p53ts 32C tox: 5%; Peg3 imprint: -9%

What do the screens show for `O=C(COc1ccc(Cl)cc1Cl)Nc1c(-c2cccs2)nc2ccccn12`?
p53ts 39C kill: 5%; p53ts 32C tox: -16%

Results for COc1ccc(C2c3c(n(C)c4ccccc34)C(=O)N2CC(=O)Nc2ccc(C)c(Cl)c2)cc1 (stereo unspecified) ?
IkB sig inh: inconclusive; p53ts 39C kill: inconclusive; p53ts 32C tox: 16%; Peg3 imprint: 12%[10.9 µM]

What do the screens show for `COc1ccc(OC(=O)c2cccc(S(=O)(=O)N3CCCC3)c2)cc1`?
IkB sig inh: 3.2%; p53ts 39C kill: -3%; p53ts 32C tox: 2%; Peg3 imprint: -6%

Results for C(=C\c1ccco1)/C=N/n1cnnc1 ?
IkB sig inh: 0.1%; p53ts 39C kill: 3%; p53ts 32C tox: 3%; Peg3 imprint: 4%

How did COC(=O)c1ccc(C(=O)OC)c(NC(=O)CCC(=O)O)c1 do in these assays?
IkB sig inh: -2.0%; p53ts 39C kill: 3%; p53ts 32C tox: -21%; Peg3 imprint: 1%

Results for O=C(CN1CCOCC1)N1CCN(C(=O)CN2CCOCC2)CC1 ?
IkB sig inh: 0.4%; p53ts 39C kill: -19%; p53ts 32C tox: 0%; Peg3 imprint: 4%

What do the screens show for `COc1ccc(C(=O)CSc2nc(SC)ns2)cc1OC`?
IkB sig inh: 2.8%; p53ts 39C kill: -4%; p53ts 32C tox: 0%; Peg3 imprint: -8%

What do the screens show for `O=C(CSc1nnc(-c2ccc(Br)cc2)n1C1CCCCC1)N1CCCC1`?
IkB sig inh: inconclusive; p53ts 39C kill: 8%; p53ts 32C tox: 2%; Peg3 imprint: -5%

What do the screens show for `Cc1ccc(/C=C/c2onc(C)c2S(=O)(=O)N2CCC(C(=O)Nc3cc(F)ccc3F)CC2)cc1`?
IkB sig inh: 2.4%; p53ts 39C kill: -20%; p53ts 32C tox: -4%; Peg3 imprint: inconclusive

How did Cc1ccc(Nc2cc(C)nc3nncn23)c(C)c1 do in these assays?
IkB sig inh: inconclusive; p53ts 39C kill: 1%; p53ts 32C tox: 2%; Peg3 imprint: -6%[10.9 µM]

Results for CCOc1ccc(NC(=O)C2=C(C)C(=O)OC23CCC(C)CC3)cc1 (stereo unspecified) ?
IkB sig inh: inconclusive; p53ts 39C kill: -6%; p53ts 32C tox: 4%; Peg3 imprint: 13%[10.9 µM]

How did c1ccc2c(c1)ncn2Cc1nnc2sc(-c3ccc4c(c3)OCO4)nn12 do in these assays?
IkB sig inh: -3.9%; p53ts 39C kill: 15%; p53ts 32C tox: 10%; Peg3 imprint: -21%

What do the screens show for `Cc1ccc(CN(Cc2ccco2)C(=O)COc2ccccc2C)cc1`?
IkB sig inh: 0.9%; p53ts 39C kill: -8%; p53ts 32C tox: 7%; Peg3 imprint: -66%[inhibitor][10.9 µM]

What do the screens show for `O=C(Nc1cccc(NC(=O)c2ccc(Br)cc2)c1)c1ccccc1`?
IkB sig inh: 2.8%; p53ts 39C kill: -17%; p53ts 32C tox: -5%; Peg3 imprint: -4%[10.9 µM]

What do the screens show for `COC(=O)Cc1c[nH]c2ccc(OCC(O)CNC(C)C)cc12` (stereo unspecified)?
IkB sig inh: -1.0%; p53ts 39C kill: -2%; p53ts 32C tox: -7%; Peg3 imprint: -2%

Results for CC1CCN(C(=O)c2cccc(NC(=O)c3nsc4ccccc34)c2)CC1 ?
IkB sig inh: 5.6%; p53ts 39C kill: -31%; p53ts 32C tox: -14%; Peg3 imprint: -3%[10.9 µM]

What do the screens show for `Cc1ccccc1-c1nnc(SCc2ccccc2)o1`?
IkB sig inh: 3.4%; p53ts 39C kill: -10%; p53ts 32C tox: -5%; Peg3 imprint: -21%

What do the screens show for `CC(C)c1ccc(OCc2ccc(C(=O)N3CCN(c4ccccn4)CC3)cc2)cc1`?
IkB sig inh: inconclusive; p53ts 39C kill: 2%; p53ts 32C tox: -9%; Peg3 imprint: -19%

Results for CCOC(=O)c1cnc(SCC(=O)N2CCN(C(=O)c3ccco3)CC2)nc1N ?
IkB sig inh: -0.2%; p53ts 39C kill: -7%; p53ts 32C tox: 4%; Peg3 imprint: 0%
